Platelet DG rel – platelet dense granule release activity | human platelet-rich plasma, SFLLRN dense granule ATP release, luminescence | inhibition, %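 (compounds screened at 7.5 µM in platelet-rich plasma)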 | 0.22% of 300,000 active;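 active means mean replicate score, as percent of positive control, at or above 50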
MrgX1 ag – activates human MrgX1 receptor signaling; Q96LB2; MrgX1-HEK293 cells, Fluo-4 calcium fluorescence, agonist mode; active compounds read high; B-score at 10 µM; 0.44% of 310,000 active;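 active means calcium response B-score plate-corrected fluorescence ratio at least 3 library SD, with starting fluorescence B-score inside 5 SD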
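Test system: HEK293 cells stably expressing human MrgX1 receptor; amount: 15,000 cells per well; doses: compound delivered in addition one of three; times: overnight plating before 1 h dye loading; detection: Fluo-4 NW calcium-flux fluorescence, kinetic read; read-out basis: B-scored fluorescence response ratio; controls: positive and negative controls per plate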
RGS4 act – potentiators or activators of RGS4 | HEK293 M3R/inducible RGS4, carbachol calcium flux Fluo4; active compounds read low | B-score at 10 µM | 0.92% of 310,000 active | AID 463111;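 active means B-score of the integrated calcium signal more than 4 SD below the library mean, with starting fluorescence not abnormally high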;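 further: negative B-score means reduced calcium response which marks RGS4 activation or potentiation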
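Also added: carbachol at ECmax as muscarinic agonist stimulus; Assay system: HEK293 cells with stable M3R and inducible RGS4; Timing: overnight RGS4 induction, 30 min dye load 37 °C, 20 min compound RT; Measured by: Fluo4-AM (2 µM) calcium-flux fluorescence, kinetic read.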
MrgX1 allo act – human MrgX1 positive allosteric modulation, primary screen | MrgX1-HEK293, Fluo-4 calcium flux, FDSS; active compounds read high | AID 588675 | B-score at 10 µM | 0.63% of 310,000 active | Q96LB2;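 active means plate-corrected calcium response at least 3 library SD above typical, normal starting fluorescence, not activating the receptor alone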;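 further: compound read alongside a low EC10 to EC30 dose of BAM8-22 agonist; peak minus trough fluorescence over baseline measured at the second addition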
SKKanGAS inh – inhibitors of SKKanGAS S. pyogenes growth in kanamycin (SK-promoter or general growth effect); BacTiter-Glo, 6 h; inhibition, % at 7.5 µM; 1.3% of 300,000 active; AID 1662;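 active means mean replicate score, as percent of positive control median, at least 50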;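 further: strain carries kanamycin resistance gene driven by streptokinase promoter and grows in 40 µg/ml kanamycin; loss of luminescence reflects streptokinase promoter inhibition or plain growth inhibition; 0% = median of DMSO wells and 100% = positive control at its reference dose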
TRPC4 inh – blocks the mouse TRPC4 cation channel; AID 2247; Q9QUQ5; 0.39% of 300,000 active; B-score at 10 µM; HEK293 TRPC4beta/mu-opioid, DAMGO-evoked Fluo4 calcium flux; active compounds read low;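 active means B-score over 3 SD under the library average, no early fluorescence shift, positive overall ratio signal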
Target sequence (Q9QUQ5 whole entry, looked up): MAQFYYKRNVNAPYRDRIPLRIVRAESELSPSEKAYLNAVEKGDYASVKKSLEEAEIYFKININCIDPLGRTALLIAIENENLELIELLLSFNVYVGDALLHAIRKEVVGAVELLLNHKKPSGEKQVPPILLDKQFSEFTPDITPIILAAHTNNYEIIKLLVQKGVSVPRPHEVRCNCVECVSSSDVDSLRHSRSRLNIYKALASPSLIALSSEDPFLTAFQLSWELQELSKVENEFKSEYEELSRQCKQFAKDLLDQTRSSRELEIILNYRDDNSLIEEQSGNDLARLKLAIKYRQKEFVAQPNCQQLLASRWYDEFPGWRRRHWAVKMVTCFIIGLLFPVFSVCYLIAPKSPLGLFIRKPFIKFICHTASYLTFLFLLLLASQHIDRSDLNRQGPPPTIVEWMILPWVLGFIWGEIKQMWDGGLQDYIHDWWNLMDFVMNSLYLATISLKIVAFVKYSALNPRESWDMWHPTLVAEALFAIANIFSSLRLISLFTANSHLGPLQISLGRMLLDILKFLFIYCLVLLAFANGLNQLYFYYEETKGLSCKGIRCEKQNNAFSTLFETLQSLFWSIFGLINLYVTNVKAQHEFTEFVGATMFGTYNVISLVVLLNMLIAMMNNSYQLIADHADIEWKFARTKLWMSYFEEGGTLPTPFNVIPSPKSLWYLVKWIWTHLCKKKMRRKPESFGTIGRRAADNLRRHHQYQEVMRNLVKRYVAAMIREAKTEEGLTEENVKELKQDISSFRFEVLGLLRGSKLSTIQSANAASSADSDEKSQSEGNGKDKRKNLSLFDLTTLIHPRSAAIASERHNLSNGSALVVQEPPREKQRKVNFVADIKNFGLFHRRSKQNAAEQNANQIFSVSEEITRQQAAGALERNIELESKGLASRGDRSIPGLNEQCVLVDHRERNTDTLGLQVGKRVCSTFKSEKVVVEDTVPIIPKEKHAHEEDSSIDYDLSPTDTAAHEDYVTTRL
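test system = HEK293 cells with stable TRPC4beta plus mu-opioid receptor expression | detection = Fluo4 Ca2+ flux fluorescence | read-out = integrated fluorescence ratio relative to baseline, converted to per-well B score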
TRPC6 inhibitor – inhibitors of mouse TRPC6 channel. HEK293-TRPC6, membrane potential dye, ACh-evoked depolarization; active compounds read low. B-score at 10 µM. 1.1% of 310,000 active;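 active means B-score under library mean minus 3 SD, initial fluorescence not abnormally high, positive integrated signal ratio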;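 further: B-score derived from integrated fluorescence ratio over the kinetic read; more negative B-score means stronger inhibition of depolarization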
RGS4 block – human RGS4 inhibition; P49798; AID 463165; HEK293 M3R/RGS4 inducible, Fluo-4 calcium flux; active compounds read high; triggered by carbachol at its EC20; 0.45% of 310,000 active; B-score at 10 µM;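 active means B-score, a plate-corrected calcium signal, over three deviations above library mean, with baseline fluorescence within five deviations of library mean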;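 further: RGS4 expression induced by doxycycline in cells with stable M3 receptor; B-score is computed from the integrated fluorescence ratio over baseline after carbachol; higher B-score means a larger calcium signal and so more RGS4 inhibition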
TRPC6 act – activates the mouse TRPC6 cation channel. Q61143. HEK293-TRPC6 membrane potential dye fluorescence; active compounds read high. B-score at 10 µM. 0.13% of 310,000 active;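 active means B-score of the integrated fluorescence ratio above library mean plus 3 SD, and starting fluorescence ratio within library mean plus 5 SD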;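 further: higher score means more depolarization so channel activation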
MrgX1 antag – blocks BAM8-22 activation of human MrgX1 receptor; MRGX1-HEK293 calcium flux, Fluo-4, BAM8-22 antagonism; active compounds read low; B-score at 10 µM; 1.3% of 310,000 active;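 active means calcium-response B-score plate-corrected more than 3 library SD below zero, starting fluorescence within 5 deviations, no agonist response on first addition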;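 further: peak minus trough fluorescence over baseline after final BAM8-22 challenge near maximal dose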
HIF activator – HIF pathway transcriptional activation; U2OS HRE-luciferase reporter, luminescence; normalized: DMSO 0%, desferrioxamine 100%; activation, % at 7.5 µM (by protocol); 0.32% of 300,000 active; AID 1910;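 active means mean activation of at least 10% of the iron chelator positive control signal, with at least half of replicates also reaching 10%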
* = called active by the depositor; i = inactive; . = not tested or not shown.

SMILES	Platelet DG rel	MrgX1 ag	RGS4 act	MrgX1 allo act	SKKanGAS inh	TRPC4 inh	TRPC6 inhibitor	RGS4 block	TRPC6 act	MrgX1 antag	HIF activator
Cc1cnn(-c2cc(N/N=C/c3ccccc3)ncn2)c1	2.4	i	i	i	-2.6	i	i	i	i	i	1.9
CCN(CC)c1ncnc2sc(C(=O)N3CCN(c4ccc(OC)cc4)CC3)c(C)c12	-9.5	i	i	i	-0.7	i	i	i	i	i	0.5
O=C(N/N=C\c1ccc[nH]1)C1COc2ccccc2O1 (configuration not stated)	-1.6	i	i	i	-3.5	i	i	i	i	i	0.0
COC(=O)Cc1ccc(NC(=S)NCCCN2CCOCC2)cc1	-4.4	i	i	i	-2.0	i	i	i	i	i	0.6
Nc1ccc2c(c1)C(=O)C(=O)c1ccccc1-2	-14.7	i	-8.66*	i	86.2*	i	i	i	i	i	-4.1
CCOc1ccc(CN2CCNC(=O)C2CC(=O)NCCCOc2cccnc2)cc1 (configuration not stated)	6.1	i	i	i	-7.5	i	i	i	i	i	-0.3
Cc1ccc(NC(=O)N(C2CCCCC2)C(C)c2cccnc2)cc1C (configuration not stated)	-5.0	i	i	i	-6.4	i	i	i	i	i	1.3
CC1CCN(c2nnc(NC(=O)Cn3c(=O)oc4ccccc43)s2)CC1	14.9	i	i	i	-3.3	i	i	i	i	i	-0.1
COCCn1c(C)cc(C(=O)CN2C(=O)NC3(CCCCCCC3)C2=O)c1C	6.1	i	i	i	-0.5	i	i	i	i	i	2.7
COc1ccc(C(=O)Nc2c(N)nc(SCC(=O)N3CCC(C)CC3)[nH]c2=O)cc1	-6.8	i	i	i	0.7	i	i	i	i	i	-0.4
CCNc1nc(OCC)nc(N2CCC(Cc3ccccc3)CC2)n1	2.1	i	i	i	1.9	i	i	i	i	i	-2.3
N#C/C(=C/c1ccc(N2CCOCC2)o1)C(=O)N1CCOCC1	-5.8	i	i	i	5.1	i	i	i	i	i	-0.5
CC(=O)Oc1cc2oc(=O)cc(C)c2cc1Cl	-24.9	i	i	i	-7.9	i	i	i	i	i	-0.3
O=C(N/N=C/c1ccc([N+](=O)[O-])o1)c1sc2ccccc2c1Cl	-0.3	i	i	i	11.9	i	i	i	i	i	-0.8
CCn1c(SCC(=O)Nc2ccc(F)cc2)nc2ccccc2c1=O	-2.3	i	i	i	1.2	i	i	i	i	i	1.2
COc1ccc(-n2c(=O)c3c(C)c(C)sc3n(Cc3cccc(F)c3)c2=O)c(OC)c1	-3.2	i	i	i	14.7	i	i	i	i	i	0.0
C/C(=N\NC(=O)c1nc2ccccn2c1C)c1cccc([N+](=O)[O-])c1	2.1	i	i	i	-0.1	i	i	i	i	i	1.2
O=C(NCc1ccccc1Cl)c1ccc2nc[nH]c2c1	0.1	i	i	i	0.0	i	i	i	i	i	0.5
O=C(COC(=O)/C=C/c1ccc(OC(F)F)cc1)Nc1ccc(S(=O)(=O)N2CCCC2)cc1	2.3	i	i	i	2.6	i	i	i	i	i	-1.5
CC1=Nc2cccc3cccc(c23)N1	1.9	i	i	i	2.6	i	i	i	i	i	-0.6
COC(=O)c1cccc(NC(N)=S)c1	-5.6	i	i	i	-16.4	i	i	i	i	i	0.2
O=C1/C(=C/c2ccncc2)CCC/C1=C\c1ccncc1	4.0	.	i	.	11.2	i	i	23.6*	i	.	-3.4
O=c1c2ccccc2c(C=Nc2ccc(S(=O)(=O)N3CCCCC3)cc2)c(O)n1-c1ccc(Cl)cn1	16.8	i	i	i	6.6	i	i	i	i	i	-1.3
O=C(NCCCN1CCOCC1)c1cc(Cl)ccc1Cl	-0.8	i	i	i	0.9	i	i	i	i	i	1.0
CCOc1ccc2[nH]c3nc(SCC(=O)NC4CCCC4)nnc3c2c1	7.1	i	i	i	-4.2	i	i	i	i	i	0.8
New compounds follow.
SMILES	Platelet DG rel	MrgX1 ag	RGS4 act	MrgX1 allo act	SKKanGAS inh	TRPC4 inh	TRPC6 inhibitor	RGS4 block	TRPC6 act	MrgX1 antag	HIF activator
CCOc1ccccc1NC(=O)COC(=O)c1cc(C(=O)OC)cc([N+](=O)[O-])c1	-0.8	i	i	i	0.8	i	i	i	i	i	.
COc1ccccc1NS(=O)(=O)c1cc([N+](=O)[O-])ccc1N/N=C/c1sc(N2CCOCC2)nc1-c1ccccc1	26.8	i	i	i	13.3	i	i	i	i	-8.03*	-0.6
COc1ccc(/C=C\C(=O)CC(O)(c2ccccc2)C(F)(F)F)cc1 (configuration not stated)	-2.5	i	i	i	-18.3	i	i	i	i	i	0.3
CC(C)(C)NC(=O)C(OC(=O)c1ccco1)c1ccc(Cl)cc1 (configuration not stated)	12.8	i	i	i	5.9	i	i	i	i	i	-1.4
CCNC(=S)N(Cc1ccco1)Cc1cc2cc3c(cc2[nH]c1=O)OCCO3	-2.7	i	i	i	-4.5	i	i	i	i	i	-0.6
O=C(c1ccco1)N1CCN(C(=O)c2oc(=O)c3ccccc3c2-c2ccccc2)CC1	3.4	i	i	i	0.8	i	i	i	i	i	-0.2
Cc1cc(C)c(OCC(O)CN2CCN(c3ccccn3)CC2)c(C)c1 (configuration not stated)	2.0	i	i	i	4.0	i	i	i	i	i	0.0
CCOC(=O)C1=C(CS(=O)(=O)c2ccc(C)cc2)NC(=O)NC1c1cc(OC)c(O)c(OC)c1 (configuration not stated)	-2.9	i	i	i	1.7	i	i	i	i	i	-0.5
Cc1ccc(-c2n[nH]c(=O)c3ccccc23)cc1S(=O)(=O)NC(C)(C)C	7.1	i	i	i	0.9	i	i	i	i	i	-0.3
O=c1cc2c(nn1Cc1ccccc1)-c1ccccc1CC2	-11.1	i	i	i	6.4	i	i	i	i	i	1.1
Cc1n[nH]c(C)c1CN(C)C(=O)C1CCC(=O)N(CCc2cccc(F)c2)C1 (configuration not stated)	-4.2	i	i	i	4.5	i	i	i	i	i	-0.2
O=C1CNC(=S)N1C(CO)c1ccccc1 (configuration not stated)	-2.1	i	i	i	4.9	i	i	i	i	i	-1.5
Cc1cc(NC(=O)Cn2cnc3c(cnn3C(C)(C)C)c2=O)no1	3.9	i	i	i	0.4	i	i	i	i	i	-0.4
CC(=O)Nc1ccc(N2CCN(Cc3ccccc3)CC2)cc1	2.1	i	i	i	-2.8	i	i	i	i	i	-0.8
C=CCN(C)CC/C=C1\c2ccccc2CSc2ccccc21	8.5	i	-10.6*	i	2.2	-5*	i	i	i	i	0.3
CCn1c(SC(C)C(=O)Nc2ccc(N3CCOCC3)cc2)nnc1-c1ccco1 (configuration not stated)	-6.9	i	i	i	15.7	i	i	i	i	i	-55.9
CCc1ccc(NC(=O)CN(c2ccc3c(c2)OCO3)S(=O)(=O)c2c(C)noc2C)cc1	-0.1	i	i	i	2.6	i	i	i	i	i	.
COC(=O)C1(C)NC(c2ccc(C)cc2)C2C(=O)N(c3ccc(F)cc3)C(=O)C21 (configuration not stated)	-0.8	i	i	i	0.7	i	i	i	i	i	-0.6
O=C(/C=C/c1ccc(Cl)cc1)NCCCn1ccnc1	-2.8	i	i	i	-2.1	i	i	i	i	i	0.0
CCN1C(=NCc2ccc(OC)cc2)N[C@@H](CCc2ccccc2)[C@H](C(=O)NCc2ccc(OC)cc2)[C@H]1C	9.7	i	i	i	2.6	i	i	i	i	i	-0.3
Cc1cc(OC(C)C(=O)NCCCN2CCCC2=O)c2c(C)c(C)c(=O)oc2c1 (configuration not stated)	-1.3	i	i	i	-2.3	i	i	i	i	i	0.1
Cc1ccc(S(=O)(=O)NC2c3cccc4cccc(c34)C2Sc2nncn2C)cc1 (configuration not stated)	-15.1	i	i	i	1.2	i	i	i	i	i	-0.1
Cc1nc2ccccc2c(=O)n1-c1ccc(NS(=O)(=O)c2cc(F)ccc2F)cc1	-2.1	i	i	i	24.8	i	i	i	i	i	-45.0
Cc1cc(C)cc(NC(=O)c2cccn2-c2ncc(C(F)(F)F)cc2Cl)c1	0.7	i	i	i	2.9	i	i	i	i	i	-0.6
O=C(O)C1CCCCC1C(=O)NCCCc1ccccc1 (configuration not stated)	0.1	i	i	i	-5.4	i	i	i	i	i	-0.3
Continuation:
SMILES	Platelet DG rel	MrgX1 ag	RGS4 act	MrgX1 allo act	SKKanGAS inh	TRPC4 inh	TRPC6 inhibitor	RGS4 block	TRPC6 act	MrgX1 antag	HIF activator
CN(C)c1ccc(C(O)P(=O)(OC2CCCCC2)OC2CCCCC2)cc1 (configuration not stated)	-11.1	i	i	i	7.2	i	i	i	i	i	-0.8
Cc1ccc(C(=O)N2CCN3C(=O)c4ccccc4C23c2ccccc2)cc1 (configuration not stated)	1.5	i	i	i	-7.0	i	i	i	i	i	-0.2
CC(C)c1ccc(NC(=S)N(C)CCc2ccccn2)cc1	-15.3	i	i	i	-10.6	i	i	i	i	i	0.5
COc1ccc(NC(=O)CN2CCN(CC(=O)Nc3ccc(F)cc3)CC2)cc1Cl	-1.8	i	i	i	-1.5	i	i	i	i	i	1.2
O=C(CN1CCC(NC(=O)Nc2ccccc2)CC1)Nc1ccc([N+](=O)[O-])cc1	-12.9	i	i	i	-16.8	i	i	i	i	i	0.1
Cc1cc(=O)[nH]c2c(C)cc(S(=O)(=O)N3CCCCC3)cc12	-4.7	i	i	i	-2.9	i	i	i	i	i	-0.6
COC(=O)c1ccc(CN2C(=O)c3ccccc3S2(=O)=O)cc1	11.3	i	i	i	-0.8	i	i	i	i	i	0.0
C=CCn1c(N)c(C(=O)Nc2ccc(C)cc2)sc1=S	.	i	i	i	-10.3	i	i	i	i	i	2.2
Cc1ccc(S(=O)(=O)N(CC(=O)Nc2ccc(Cl)c([N+](=O)[O-])c2)C2CCCCC2)cc1	7.3	i	i	i	27.9	i	i	i	i	i	-0.8
Cn1c(=O)c([N+](=O)[O-])c(NCc2ccc3c(c2)OCO3)c2ccccc21	0.2	i	i	i	7.1	i	i	i	i	i	0.1
COC(=O)C1N[C@@H]([C@@H](NC(=O)COc2ccccc2)C(=O)Nc2ccc(OC)cc2)SC1(C)C (some centres not stated)	5.6	i	i	i	13.0	i	i	i	i	i	0.2
CCN1CCN(C(=O)c2cc(-c3cccnc3)nc3ccc(Br)cc23)CC1	-0.4	i	i	i	-1.7	i	i	i	i	i	0.9
CC(C)(C)OC(=O)N1CCC(CNC(=O)c2ccc(F)cc2F)CC1	-2.6	i	i	i	8.9	i	i	i	i	i	-0.2

High-throughput results (PubChem)
